Screening data deposited in PubChem BioAssay by National Center for Advancing Translational Sciences (NCATS).
FEN1 inh: human FEN1 inhibition. Potency, µM (titrated, usually from 114 µM), for inactives: top-dose activity change, negative = inhibition, actives largely listed as inhibitors. P39748. AID 588795. Recombinant FEN1 flap cleavage, fluorescence, 15 min. 0.35% of 390,000 active; active means well fitted inhibition curve with a large enough effect; inconclusive means small, poorly fitted or top-dose-only effect; inactive means no such curve, though single readings can be large or run the other way; further: nearly all actives have a fitted effect of over 65% in size
Target sequence (P39748 whole entry, looked up): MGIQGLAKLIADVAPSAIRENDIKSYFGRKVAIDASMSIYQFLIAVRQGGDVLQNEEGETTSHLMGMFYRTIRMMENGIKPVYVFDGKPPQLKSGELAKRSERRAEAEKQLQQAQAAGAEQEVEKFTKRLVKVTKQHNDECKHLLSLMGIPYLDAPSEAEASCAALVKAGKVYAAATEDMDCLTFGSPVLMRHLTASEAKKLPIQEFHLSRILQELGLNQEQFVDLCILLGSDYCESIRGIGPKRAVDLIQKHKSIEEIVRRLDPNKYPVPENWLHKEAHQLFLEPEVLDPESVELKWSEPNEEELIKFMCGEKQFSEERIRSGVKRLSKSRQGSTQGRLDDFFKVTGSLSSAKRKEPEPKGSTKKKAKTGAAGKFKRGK
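FEN1 at 10 nM preincubated with compounds 15 min at room temperature, then flap DNA substrate added at 50 nM final. Signal read at 0 and 15 min; concentration-response fitted with four-parameter Hill equation.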
An asterisk follows results filed as active; ? = inconclusive; & = joins results of further samples. On the % scale 0 is the no-effect control and ±100 the full control effect; potency means the concentration at half of the fitted maximal effect. This is a subset. The share of hits here may be higher or lower than overall.

FEN1 inh	mol
-4.1%	C#CCOCCOCCOCCNc1nc(N2CCN(C(=O)Cn3cc(CC(C)O)nn3)CC2)nc(N2CCN(C(=O)[C@H](C)n3cc(CCC(=O)O)nn3)CC2)n1 (stereo not given in full)
-2.6%	COc1ccc(NS(=O)(=O)c2cc(NC(=O)C3=NN(c4ccccc4)C(=O)CC3)ccc2C)cc1
-15.2%	NC(=O)C(C1=CCCCC1)c1ccccc1 (stereo not given)
-1.2%	COc1cc2nncc(SC)c2cc1OC
-19.8%	CC(=O)Nc1ccc(/C=C/c2ccnc3ccccc23)cc1
-5.7%	CCCN1CNc2c(c(=O)[nH]c(=S)n2CCc2ccc(OC)cc2OC)C1
-2.5%&-1.7%	CCOC(=O)c1cc2c(=O)n3cccc(C)c3nc2n(CC2CCCO2)c1=NC(C)=O (stereo not given)
6.3%	COC(=O)C(CC(=O)c1ccc(Cl)cc1)c1ccccc1 (stereo not given)
1.2%	O=C1C2C3CCCC3=C3CCCC3C2C(=O)N1c1ccccc1Cl (stereo not given)
-2.6%	O=C(Nc1ccc(S(=O)(=O)Nc2nccs2)cc1)C(F)(F)F
-6.0%	O=C(O)c1cccc(NC(=O)c2ccccc2)c1
-23.1%	CCCCN1CC(COCc2ccccc2)Oc2cccc(Oc3ccc(C)cc3)c2S1(=O)=O (stereo not given)
3.1%	COc1ccc(OC)c(-c2cc(C(=O)N/N=C/c3cc(OC)c(OC)cc3OC)c3ccccc3n2)c1
-3.9%	CC(C)(C)S(=O)N1Cc2cc(=O)n(Cc3ccccc3)c(CCO)c2[C@H]1CCO (stereo not given in full)
15.3%	O=C(NC1CC1)C1=C[C@H](c2ccc(C(F)(F)F)cc2)C[C@H](OCCCCO)O1
-13.1%	O=C(O)C1Oc2ccccc2C1c1ccccc1 (stereo not given)
?	COc1ccc2noc3c2c1C(=O)c1ccccc1-3
-15.6%	C[C@@H]1CN([C@H](C)CO)C(=O)c2cc(NC(=O)Nc3ccc(C(F)(F)F)cc3)ccc2O[C@H]1CN(C)C(=O)Nc1ccc(F)cc1
-11.1%	CCCCC(=O)c1ccc(OC(=O)c2ccc([N+](=O)[O-])cc2)cc1
-1.4%	CC(C)C[C@H]1CNC(=S)N1CC1CCN(CCCC2CCCC2)CC1
9.1%	Cc1cccc(C(=O)Nc2c(C(=O)N3CCN(C)CC3)cnn2-c2ccccc2)c1
-0.4%	COc1ccc(-n2nnc3c(SCC(=O)N4CCCc5ccccc54)ncnc32)cc1
8.7%	O=C(NCc1ccco1)c1cc(-c2ccccc2)nn1CC1CC(c2cccnc2)=NO1 (stereo not given)
2.1%&-23.7%	O=C1CCC[C@@H]2C[C@@]3(C[C@@H]4CCN1[C@H]24)Nc1cc(Cl)ccc1NC3=NC1CCCCC1
7.3%	CN(C(=O)c1cccc(NC(=O)Cc2ccc(NC(=O)C3CCN(C(=O)CCc4ccccc4)CC3)cc2)c1)C1CCCCC1
0.3%	CC(=O)C1=C(O)C(=O)N(CCN2CCOCC2)C1c1ccc(N(C)C)cc1 (stereo not given)
-7.3%	CCOc1ccc(S(=O)(=O)Nc2cccc(C(=O)N(C)CC(=O)Nc3ccc(OC)cc3)c2)cc1
18.8%	CCC(CCc1ccccn1)C(=O)c1ccccc1 (stereo not given)
-4.3%	Cc1cc(C)c(C(=O)NCC(=O)c2ccccc2)c(C)c1
3.7%	Nc1nc2c(nnn2Cc2ccc(Cl)c(Cl)c2)c(=O)[nH]1
14.0%	O=C(O)/C=C\C(=O)Nc1ccccc1C(=O)N1CCC(O)(c2ccc(Cl)cc2)CC1
-2.2%	Oc1ccc(Cc2ccccc2)c2cccnc12
-10.6%	CCc1ccc(C2CC(c3ccc(C)cc3)n3nc(N)nc3N2)cc1 (stereo not given)
8.6%	O=C(c1cc(Cl)cc(Cl)c1)N1CCC2CC1c1cc(-c3ccc4c(c3)OCO4)ccc12 (stereo not given)
-5.0%	Nc1nc(=O)n(C2CCCCO2)cc1Br (stereo not given)
-5.5%	COc1cccc(C(N)=O)c1
39.8µM*	CC[N+](C)(C)c1ccc(/C=C/c2ccnc3ccccc23)cc1
7.0%	C[C@@H]1CN(S(=O)C(C)(C)C)[C@H](CCO)/C1=C\CCO (stereo not given in full)
-17.1%	CC(=O)c1ccc(NC(=O)C(C)OC(=O)c2ccc(NS(=O)(=O)c3ccc4[nH]c(=O)[nH]c4c3)cc2)cc1 (stereo not given)
11.2%	CCN(CC(=O)NCc1cccs1)C(=O)c1ccc(N(C)S(=O)(=O)c2ccc(C)cc2)cc1
-5.7%	COc1ccc(C=NNc2ccc([N+](=O)[O-])cn2)cc1
-11.4%	N#Cc1c(-c2ccc(Cl)cc2)n(O)c2ccccc12
1.0%	O=[N+]([O-])c1nc2ccccc2[nH]1
-17.1%&-16.5%	CCCOC(=O)C1NC(=O)N2C(C(=O)OCCC)C(C)(C)S[C@H]12 (stereo not given in full)
20.3%	Cc1ccc(C(C)NC(=O)c2cccnc2)cc1 (stereo not given)
-5.3%	c1ccc(-c2c[nH]c(-c3ccccc3)c2)cc1
6.9%	COc1cc(C(=O)N2CCN(CCCc3ccccc3)CC2)cc(OC)c1OC
-8.7%	COc1nc(-c2ccccc2)ccc1-c1noc(-c2cccs2)n1
-0.5%	Nc1nonc1-n1nnc(C(=O)N/N=C/c2cccc(Cl)c2)c1CN1CCCCCC1
3.7%	COc1cccc2c1C1(O)C2CCCCCCCCCC12OCCCO2 (stereo not given)
-5.6%	COc1cccc(-c2cc(C(=O)NC3CCCC3)c3ccccc3n2)c1
-2.0%	COc1cccc(CN2CCNC(=O)C2CC(=O)N(C)C2CCCCC2)c1OC (stereo not given)
-5.4%	COc1ccc(-c2oc3ccc(-c4ccc(OC)nc4)cc3c2-c2ccc(OC)cc2)cc1
-16.0%	CC(C)(C)n1ncc2c(=O)n(Cc3cc(F)c(F)cc3Cl)cnc21
5.1%	CCn1c(SCC(=O)N2c3ccccc3CC2C)nnc1-c1ccco1 (stereo not given)
-8.8%	Nc1nc(-c2ccc([N+](=O)[O-])cc2)cc(=O)[nH]1
0.5%	COC(=O)C=C1CCC2C3CCC4=CC(=O)CCC4(C)C3C(=O)CC12C (stereo not given)
-1.5%	O=c1[nH]nnc2c1cnn2-c1ccccc1
-5.8%	COc1ccc(Oc2c(OC)cc([N+](=O)[O-])c3ncccc23)cc1
-2.4%	CSCCC1NC(=O)C(C(C)=NNC(N)=O)=C1O (stereo not given)

(continued)
FEN1 inh	mol
-3.7%	CN(C(=O)c1cccc(NC(=O)Cc2ccc(NC(=O)C3CCN(C(=O)C4CCC4)CC3)cc2)c1)C1CCCCC1
8.5%	N#CC1C(=O)NC(=O)CC12CCCCC2 (stereo not given)
5.1%	Cc1ccc(S(=O)C(c2ccccc2)c2ccccc2)cc1 (stereo not given)
-29.8%	COc1ccc(/C=C/c2ccnc3ccccc23)cc1
-24.5%	CCN(CCC(=O)O)c1ccc(/C=C/c2ccnc3ccccc23)cc1
-4.9%	O=C1OC(CCl)CN1Cc1ccc([N+](=O)[O-])cc1 (stereo not given)
-15.1%	O=C(C[n+]1cccc(Br)c1)c1ccc2ccccc2c1
-12.3%	COc1cc(C(=O)OCC(=O)N2CCN(S(=O)(=O)c3ccc(C)cc3C)CC2)c([N+](=O)[O-])cc1OC
3.0%	COc1ccc(C(=O)Nc2ncnc3nc[nH]c23)cc1
-21.2%	Cc1ccc(NC(=O)c2cc(S(=O)(=O)Nc3ccc(C)cc3)cs2)cc1
6.4%	CC(C)(C)SCCNC(=O)c1ccc(Cl)c(S(=O)(=O)N2CCOCC2)c1
23.0%	O=C(OCC(=O)N(CCc1ccccc1)Cc1ccccc1)c1cccc(S(=O)(=O)N2CCOCC2)c1
-7.1%	CCOC(=O)C1=CN(C(C)C)CCC1=O
-18.1%	Cc1cc(C)nc(-n2nc(C)cc2NC(=O)c2cc3ccccc3oc2=O)n1
8.7%	COc1ccc(C(=O)c2ccc(OC)c(OC)c2OC)cc1
-16.4%	Cc1ccccc1Oc1ccc2c(c1)[C@@H]1C[C@H](N(C)C(=O)NC3CCCCC3)[C@H]([C@H](C)O)C(=O)N1CC2
-3.4%	O=c1[nH]c(-c2ccccc2)nc(CN2CCCCC2)c1O
0.9%	Cc1cccc(N2CCN(C(=O)C3CCCN(S(=O)(=O)c4c(C)noc4C)C3)CC2)c1C (stereo not given)
11.0%	O=C(NCCOc1ccccc1)[C@@H]1CCCN1C(=O)c1cccs1
-12.5%	Cc1cc(N(C)C)cc(C)c1/C=C/c1ccnc2ccccc12
-3.5%	C/C(=N/NC(=O)c1ccc(C(C)(C)C)cc1)c1ccccn1
5.6%	CNc1nc(NCc2ccco2)c2ccccc2n1
0.5%	COC1OC2COC(c3ccccc3)OC2C2OC12 (stereo not given)
-6.5%	CCCCN1C(=O)C(C(=O)OCC)CC2=C1CCCC2=O (stereo not given)
1.6%	CC(C)(C)OC(=O)N(CCc1ccccc1)Cc1ccccc1OCc1cccc(NC(=O)C2CCCC2)c1
-17.0%	O=C(C[n+]1cccc2cc(Cl)ccc21)c1ccc(Br)cc1
2.5%	Cc1ccc(NC(=O)c2ncn(CCCNCCCN3CCCC3=O)n2)cc1C
7.8%	CNc1nc(-c2ccccc2)c(-c2ccccc2)s1
1.1%	Cc1ccc(-c2noc(CC(=O)c3ccc([N+](=O)[O-])cc3)n2)cc1
-10.2%	Cc1cccc(-c2nnc(-c3cccc4ccccc34)o2)c1
3.5%	CN1C(=O)C(=O)N(c2cccc(C(F)(F)F)c2)C1=O
-15.0%	O=S(=O)(Nc1cccc2cccnc12)c1cccc2ccccc12
0.2%	CC(=O)Nc1ccc(CCCCc2ccc(NC(C)=O)cc2)cc1
6.6%	O=C(c1ccccc1)c1ccc(N2CCOCC2)cc1
3.5%	CCOC(=O)Nc1ccc2c(c1)Cc1cc([N+](=O)[O-])ccc1-2
?	Fc1ccc(/C=C/c2nccc3ccccc23)cc1
3.3%	N#Cc1ccc(OCCN2CCc3ccccc3C2)cc1
0.5%	CN(CCc1ccccc1)C(=O)c1ccc(NC(=O)Cc2ccc(NC(=O)C3CCN(C(=O)c4ccccc4)CC3)cc2)cc1
14.7%&6.7%	O=C1CCC[C@@H]2Cc3nc4ccc(Cl)cc4cc3[C@@H]3CCN1[C@H]23
-0.4%	O=C1C=C(c2ccccc2)C(c2ccccc2)C1O (stereo not given)
-0.3%	CCCN1CCN(C(=O)Cn2nc(C)n3c(cc4c(OC)cccc43)c2=O)CC1
0.5%	CCCCOc1ccc(C(=O)NO)cc1
5.1%	Cc1cccc2nc(Cn3c(=O)n(CCC(=O)NCc4ccco4)c(=O)c4ccccc43)cc(=O)n12
-7.6%	CC(Nc1nc(-c2ccc(Cl)cc2)cs1)c1nc2cc(Cl)c(N3CCCCC3)cc2n1CCOCCO (stereo not given)
-2.7%	O=C(CC1Oc2ccccc2NC1=O)NCCCN1CCN(C2CCCCC2)CC1 (stereo not given)
4.1%	O=C(O)COc1ccc(NC(=O)c2cccs2)cc1
1.8%	COc1ccc(C=C2SC(=O)NC2=O)cc1OC
1.6%	COc1cc(C=NO)nc(-c2ccccn2)c1
15.0%	CC(=O)Nc1ccc(/C=C/c2ccccn2)cc1
-21.9%	Nc1cc2c(cc1Cl)-c1ccccc1C2=NO
17.8%	CCCCn1c(N)c(N(CCOC)C(=O)CN2C(=O)NC3(CC(C)CC(C)(C)C3)C2=O)c(=O)[nH]c1=O (stereo not given)
-0.2%	CS(=O)(=O)c1ccc(C(=O)N2CCN(S(=O)(=O)c3ccc(C4CCCCC4)cc3)CC2)cc1
?	COc1ccc(C2CC(=O)CCN2S(=O)(=O)c2ccc(C)cc2)cc1 (stereo not given)
-2.6%	COc1ccccc1NC(=O)C(C)OC(=O)C1CCN(S(=O)(=O)c2ccccc2C(F)(F)F)CC1 (stereo not given)
-2.8%	Cc1cc(C)n2c(=O)[nH]nc2c1
1.2%	CNc1ncnc2c1cnn2C1CCCCO1 (stereo not given)
-5.2%	CCCN1CNc2c(c(=O)[nH]c(=S)n2CCc2ccccc2OC)C1
-4.5%	COc1ccc2nc3n(c(=O)c2c1)-c1ccc(Cl)cc1C(=O)NC3Cc1ccc(O)cc1 (stereo not given)
1.1%	Cc1nc2ccc(C(=O)OC(C)C(=O)c3c(C)[nH]c4ccccc34)cc2nc1C (stereo not given)
?	Cc1ccc2c(c1C)-c1c(ccc(C)c1C)C(=O)C2=O
-6.3%	CCc1ccc2[nH]c(=O)c(CN(Cc3ccccc3)Cc3nnnn3C(C)(C)C)cc2c1
